Source: PubChem BioAssay (National Center for Advancing Translational Sciences (NCATS))
AmpC no deterg = inhibitors of E. coli AmpC beta-lactamase without detergent; AmpC nitrocefin hydrolysis, absorbance 480 nm, 0.0001% Triton; Potency, µM (highest dose often 57.1 µM), for the others: top-dose activity change, negative = inhibition, most hits filed as inhibitors; 330,000 compounds, 0.52% hits;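 also: potency is read from the fitted curve at half-maximal effect; plate controls were no compound for no effect and no enzyme for full effect; nearly all actives have a fitted effect of over 20% in size; some results filed as inactive show a strong effect at the top dose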
Target sequence (P00811 whole entry, looked up): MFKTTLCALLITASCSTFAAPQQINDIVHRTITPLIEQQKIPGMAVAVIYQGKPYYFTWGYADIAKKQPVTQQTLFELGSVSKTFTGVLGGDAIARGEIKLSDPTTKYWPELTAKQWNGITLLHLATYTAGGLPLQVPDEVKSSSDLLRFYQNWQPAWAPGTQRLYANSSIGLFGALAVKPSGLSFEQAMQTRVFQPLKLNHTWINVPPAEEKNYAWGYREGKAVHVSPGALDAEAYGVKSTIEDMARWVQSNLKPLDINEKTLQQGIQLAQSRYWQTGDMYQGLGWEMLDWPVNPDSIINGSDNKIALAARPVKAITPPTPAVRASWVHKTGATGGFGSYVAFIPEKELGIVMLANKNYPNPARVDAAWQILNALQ
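AmpC (5.3 nM in the dispensed reagent) in 20 mM phosphate pH 7.0 with 0.01% (detergent screen) or 0.0001% Triton X-100 was preincubated with compounds for 15 min at room temperature. Nitrocefin was then added from an 800 uM solution, and hydrolysis was followed at 480 nm.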
Giardia FBPA inh = inhibitors of Giardia lamblia fructose-1,6-bisphosphate aldolase | A8B2U2 | purified Giardia FBPA | Potency, µM (highest dose often 59.6 µM), for the others: top-dose activity, negative = inhibition, usual class: inhibitors | 290,000 compounds, 0.71% hits | AID 2451; also: potency is read from the fitted curve at half-maximal effect; % is scaled to controls: 0 for no effect and ±100 for the full control effect; nearly all actives have a fitted effect of over 55% in size
Target sequence (A8B2U2 whole entry, looked up): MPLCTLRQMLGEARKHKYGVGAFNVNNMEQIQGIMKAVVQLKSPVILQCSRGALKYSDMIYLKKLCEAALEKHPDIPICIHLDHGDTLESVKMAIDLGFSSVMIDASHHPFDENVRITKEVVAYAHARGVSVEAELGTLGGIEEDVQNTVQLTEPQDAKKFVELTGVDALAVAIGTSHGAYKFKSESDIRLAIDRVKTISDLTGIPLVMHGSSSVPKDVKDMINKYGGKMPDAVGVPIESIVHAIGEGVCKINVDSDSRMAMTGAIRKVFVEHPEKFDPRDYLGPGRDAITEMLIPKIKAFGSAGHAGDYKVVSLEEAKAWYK
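40 nM FBPA preincubated 10 min at RT with compound (up to 57.5 uM final), then substrate plus GAPDH/TPI/NAD/arsenate coupling and diaphorase/resazurin added. Fluorescence read after 20 min at RT, 525/598 nm.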
AMA1 RON2 block = disrupts binding of P. falciparum AMA1 to RON2; 360,000 compounds, 0.2% hits; AlphaScreen AMA1-biotinylated RON2 peptide binding; Potency, µM (top dose mostly 58.2 µM), without a hit: at the highest dose activity change, negative = inhibition, most hits filed as inhibitors;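 also: potency is read from the fitted curve at half-maximal effect; 0% = vehicle wells and -100% = peptide control; nearly all actives have a fitted effect of over 45% in size; some results filed as inactive show a strong effect at the top dose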
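AMA1 (3D7) with his tag at 25 nM final met compounds first, then biotinylated RON2 peptide at 25 nM; detection used donor plus acceptor beads, 10 µg/mL apiece, read by AlphaScreen after 30 min at room temperature.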
Shiga toxin inh = inhibitors of Shiga toxin in Vero cells; Vero cells, Shiga toxin protein synthesis inhibition reporter; inhibition, % at 38.7 µM; 290,000 compounds, 9.2% hits; in the data active = inhibition mostly above about 28%, no sharp cut-off; inactive = mostly below about 43%; also: 0% is about no effect
HCMV inh = inhibitors of human cytomegalovirus. HFF cells, HCMV-luciferase reporter, 72 h; hits give low values. activity change, negative = inhibition, % at 57.5 µM. 410,000 compounds, 4.5% hits. AID 1259415; in the data active = activity change below about -60%; inconclusive = no clear call, values can overlap the other calls; inactive = above about -39%; also: % is scaled to controls: 0 for no effect and ±100 for the full control effect
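Cell-based, HFFs, 1000 cells/well, 16 h 37C; cpds in DMSO + HCMV-luc, MOI 1 PFU/cell; 72 h 37C; OneGlo luminescence after 5 min RT; norm. to buffer vs Salinomycin 10uM.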
AmpC inh detg = inhibitors of E. coli AmpC beta-lactamase with detergent; AmpC hydrolysis of nitrocefin, absorbance 480 nm, 0.01% Triton; Potency, µM (top dose mostly 114 µM), for inactives: at the highest dose activity change, negative = inhibition, most hits filed as inhibitors; 370,000 compounds, 0.041% hits; AID 485294;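 also: potency is read from the fitted curve at half-maximal effect; 0% = no-compound wells and -100% = no-enzyme wells; nearly all actives have a fitted effect of over 25% in size; some results filed as inactive show a strong effect at the top dose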
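AmpC (5.3 nM in the dispensed reagent) in 20 mM phosphate pH 7.0 with 0.01% (detergent screen) or 0.0001% Triton X-100 was preincubated with compounds for 15 min at room temperature. Nitrocefin was then added from an 800 uM solution, and hydrolysis was followed at 480 nm.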
CHX counter = counter-screen hit for Shiga toxin inhibitors, cycloheximide; cell reporter, cycloheximide protein synthesis inhibition counterscreen; max response, %; 300,000 compounds, 12% hits; AID 2314; in the data active = max response mostly above about 13%, no sharp cut-off; inactive = mostly below about 14%; also: read at 38.3 µM for the half of the compounds with a filed dose; 0% is about no effect
Starred values were filed as active, the others as inactive; ? = inconclusive; / = not tested or not shown; & = joins results of further samples; [ ] = dose if it differs, or a comment. Unless noted, calls follow the shape of the dose curve; as a rule, active = well fitted curve in the direction sought with a large enough effect; inconclusive = small, poorly fitted or top-dose-only effect, or another doubt; inactive = no such curve, though single readings can be large; an effect the other way counts as inactive or inconclusive.

Screens in order: AmpC no deterg, Giardia FBPA inh, AmpC inh detg, HCMV inh, CHX counter, Shiga toxin inh, AMA1 RON2 block
(1) CCCCCc1ccc(-c2nnc(N)s2)cc1
→ -20%, 9%, 5%, 38, 43*, 74*, 4%
(2) Cc1ccccc1NS(=O)(=O)c1ccc(C(=O)N2CC(C)OC(C)C2)cc1 (stereo unspecified)
→ 10%, /, 0%, -27, /, /, -11%
(3) COc1ccc(C2=NN(C(N)=S)C(c3ccccc3)C2)cc1 (stereo unspecified)
→ 119%[activator], -7%, -11%, -24, 32*, 51*, -10%
(4) CCc1nn(CC(=O)Nc2ccc(Br)c(C)c2)c(=N)s1
→ -7%[2.29 µM], -4%, -2%, -33, 4, 26, -3%
(5) Cc1ccc(C(=O)COC(=O)c2nc(Cl)ccc2Cl)cc1
→ -17%, /, /, 16, /, /, 9%
(6) CCc1ccc(S(=O)(=O)N/N=C\c2cn(CC(N)=O)c3ccccc23)cc1
→ 26%, 10%, -2%, 10, -2, -13, -8%
(7) Cc1ccc(C)c(S(=O)(=O)N2CCN(C(=O)Cc3ccc(S(=O)(=O)N4CCOCC4)s3)CC2)c1
→ 141%[activator], /, -14%, 13, /, /, -17%
(8) COC(=O)c1c(NC(=O)c2ccccc2)sc2c1CC(C)(C)NC2(C)C
→ -22%, 4%, 7%, 30, -2, 7, 4%
(9) CCOc1ccc(NC(=O)CN(C)C(=O)c2cc(-c3cccs3)nn2-c2ccccc2)cc1OCC
→ 18%, /, ?, -18, /, /, 14%
(10) Cc1nnc(SCc2ccc(CC(=O)O)cc2)o1
→ -2%, 15%, ?, 0, -5, -5, 36%
(11) COc1cc(C)c(NC(=O)COc2ccc3c(c2)CCC3)cc1OC
→ 17%, /, 6%, -10, /, /, -16%
(12) Cc1ccc(Cc2nnc3n(-c4ccccc4)nc(C(=O)c4ccccc4)n3c2=O)cc1
→ -15%, -3%, -6%, ?, -4, -2, 1%
(13) O=C(NCc1ccccc1Cl)c1ccc[nH]1
→ -14%, -10%, 2%, ?, -3, -2, -8%
(14) CCOC(=O)C1CCN(C(=O)c2ccc(OCC(=O)N3CCOCC3)c(OC)c2)CC1
→ -15%, /, ?, -18, /, /, -7%
(15) CC(=O)c1cn(CC(=O)Nc2ccccc2Cl)c2ccccc12
→ -6%, 5%, 2%, -38, -1, /, 3%
(16) CN(CC(=O)NCCc1ccc(S(N)(=O)=O)cc1)CC(=O)Nc1ccccc1C(F)(F)F
→ 7%, /, /, -21, /, /, 68%[activator]
(17) CCn1c(O)c(N=NC(=O)C(O)c2ccccc2)c2ccccc21 (stereo unspecified)
→ -27%, -3%, 1%, 12, 1, 31, 56%[activator]
(18) CC(=O)c1ccc(-n2c(CCC(=O)O)ccc2-c2ccccc2)cc1
→ -15%, 14%, -2%, -30, -6, -3, -6%
(19) CCOc1ccccc1/C=N/NC(=O)Cc1csc(Nc2cccc(C(F)(F)F)c2)n1
→ -32%, -9%, -4%, 15, -8, -15, -7%
(20) COc1ccc(-c2cc(-c3ccccc3O)[nH]n2)cc1OC
→ 11%, 14%, -13%, 215, 15, 81*, 38%[activator]
(21) C/C(N)=C(/C#N)C(=O)COC(=O)c1cc(-c2cccc3ccccc23)nc2ccccc12
→ -39%, -7%, -5%, -5, 8, -11, -2%
(22) CCOC(=O)c1ccc(NC(=O)C(=O)NCc2ccco2)cc1
→ -8%, 6%, -1%&12%, -19&13, -3, 31, 7%
(23) O=C(O)CC(C(=O)Nc1ccc(Cl)c(Cl)c1)C1CCCO1 (stereo unspecified)
→ -14%, 8%, -9%, -4, 3, -8, -1%
(24) O=C1NC2(CCN(Cc3ccccc3)CC2)Oc2ccccc21
→ 42%, 16%, 4%, -24, 4, -23, 17%
(25) O=C1CCN(CCc2ccccc2)CCN1[C@H](CO)Cc1ccccc1
→ 34%, 6%, ?, -10, -2, -4, -6%
(26) CC(C)C(O)(C#CCN1CCCCCC1)c1ccccc1 (stereo unspecified)
→ 127%[activator], 3%, 1%, ?, 14*, -6, 0%
(27) Cc1ccccc1NC(=S)NC(=O)CCc1ccccc1
→ -19%, -2%, 6%, 34, 17*, 18, 20%
(28) CN1CCN(/N=C/c2c(O)n(CCC3=CCCCC3)c(=S)[nH]c2=O)CC1
→ 25%, 4%, 0%, 12, 9, 21, 46%[activator]
(29) Cc1ccccc1Cn1ccc(NC(=O)c2cnn3cccnc23)n1
→ -5%, -3%, ?, ?, 19, 15, -5%
(30) CN(C)CCCNC(=S)/N=c1\sccn1Cc1ccccc1Cl
→ -5%, -1%, -2%, -14, -5, -6, -27%
(31) Cc1cc(N/N=C/c2ccc(O)cc2)nc(NS(=O)(=O)c2ccccc2)n1
→ -11%, 1%, 0%, -16, -1, -7, 17%
(32) CCOc1ccc(Cl)cc1S(=O)(=O)N1CCC(C(=O)NCc2ccco2)CC1
→ 35%, 12%, -7%, ?, -2, 1, -2%
(33) O=C1C(c2ccc(F)cc2)N(Cc2ccc3c(c2)OCO3)C(=O)CN1C1CCCCC1 (stereo unspecified)
→ 4%, 12%, 0%, -14, -3, -12, 0%
(34) Fc1ccccc1N1CCN(Cc2cccnc2)CC1
→ -4%, ?, -11%, -24, -6, -13, -22%
(35) C#CCOc1c(Cl)cc(/C=C2/C(=O)ON=C2C)cc1OCC
→ -20%, -6%, -13%, -13, -1, 11, -11%
(36) C=C(C)CSc1nnc(-c2ccccc2)n1N
→ /, -7%, -5%, -30, 24*, 75*, -1%
(37) Cc1c(Cl)c([N+](=O)[O-])nn1CC(=O)NCc1ccc(Cl)cc1
→ -16%, 0%, -15%, 26, -1, 8, 2%
(38) Cn1c(CO)c(-c2ccccc2)c2cc([N+](=O)[O-])ccc21
→ -32%, 1%, ?, -37, -3, -20, -10%
(39) COc1ccc(CC(=O)N/N=C/c2ccc(-c3cccc(C(=O)O)c3)o2)cc1OC
→ -29%, -11%, -1%, 0, 71*, 195*, 55%[activator]
(40) C/C(=N\NC(=O)c1ccncc1)c1ccc(NC(=O)c2ccc(Cl)cc2)cc1
→ 1%, 3%, -9%, 50, 57*, 97*, -6%
(41) COc1cc2c(cc1OC)C(C)N(C(=O)Cc1ccc(C(F)(F)F)cc1)CC2 (stereo unspecified)
→ 97%[activator], 6%, -3%, ?, 6, -3, -6%
(42) CCC(C)c1c(O)nc(SCC(=O)N2CCCCCC2)[nH]c1=O (stereo unspecified)
→ -12%, -13%, -17%, -9, -8, 2, -9%
(43) CCCCn1c(N)c(N(CCOC)C(=O)c2ccc(N3CCCC3=O)cc2)c(=O)[nH]c1=O
→ -11%, /, -12%, -101*, /, /, -6%
(44) O=C(COc1ccccc1/C=C1\SC(=O)NC1=O)Nc1ccc(F)cc1
→ -47%, 4%, 0%, ?, -2, -6, 10%
(45) O=S1(=O)C=CC(Sc2nc3ccccc3[nH]2)C1 (stereo unspecified)
→ -20%, -16%, 5%, 27, 5, 11, -20%
(46) CC(=O)Nc1ccc(NC(=O)C(=O)N/N=C/c2cccnc2)cc1
→ -8%, 4%, 3%, 0, 1, 6, 2%
(47) O=C(CCC1N=C2c3ccccc3N=C(SCc3cccc(Cl)c3)N2C1=O)NCc1ccco1 (stereo unspecified)
→ 105%[activator], 3%, -10%, -38, 15*, 24, -12%
(48) COc1ccc(C(CNC(=O)c2cccc(S(=O)(=O)N3CCCC(C)C3)c2)N(C)C)cc1 (stereo unspecified)
→ 100%[activator], /, 2%, -5, /, /, 8%
(49) Cc1c(NC(=O)C(C)OC(=O)Cc2ccc(F)cc2)c(=O)n(-c2ccccc2)n1C (stereo unspecified)
→ -4%, /, -14%, -7, /, /, 26%
(50) CC(Oc1ccccc1F)c1nnc(SCC(=O)NCc2ccc3c(c2)OCO3)o1 (stereo unspecified)
→ -43%, /, -1%, -8, /, /, 3%

Later entries.
Screens in order: AmpC no deterg, Giardia FBPA inh, AmpC inh detg, HCMV inh, CHX counter, Shiga toxin inh, AMA1 RON2 block
(51) Cc1ccc(S(=O)(=O)NCCC(=O)NCc2ccccn2)cc1
→ -14%, /, -11%, -13, /, /, 15%
(52) Cc1ccc(S(=O)(=O)N2CCC(C(=O)NNS(=O)(=O)c3ccc(Cl)cc3)CC2)cc1
→ 0%, 7%, 7%, 8, -4, -7, 8%
(53) CCCC(=O)Nc1nn(CC)c2nc3ccc(C)cc3cc12
→ -1%, -5%, 4%, 29, -8, 2, -2%
(54) CC1Cc2ccccc2N1C(=O)c1cccnc1 (stereo unspecified)
→ -12%, -10%, 0%, 27, -3, -17, -6%
(55) Cn1nc(C(F)(F)F)c(C(=O)Nc2ccc(F)cc2F)c1Sc1ccc(Cl)cc1
→ -5%, -2%, -16%, 5, 0, -3, 0%
(56) CCC(=O)N1CCN(c2ccccc2NC(=O)COc2ccccc2Cl)CC1
→ 105%[activator], -4%, -5%, 6, -1, -17, -7%
(57) Cc1cc(-c2n[nH]c(=S)n2/N=C/c2ccccc2[N+](=O)[O-])n[nH]1
→ -22%, -6%, -7%, 51, 2, -8, 69%[activator]
(58) COc1cc2c(cc1O)CC1c3c(cc(O)c(OC)c3-2)CCN1C (stereo unspecified)
→ -31%&-24%, ?, 8%&7%, -19, -1&-2, -16&-3, -29%
(59) COc1ccc(-c2noc(-c3ccc4c(c3)OCO4)n2)cc1
→ -9%, 5%, -12%, 78, 14*, 18, 21%
(60) Cc1cc(NC(=O)CSc2nc(C)c(C)n2CC(C)C)no1
→ -9%, /, /, -37, /, /, 66%[activator]
(61) CCCCNC(=S)N(C)/N=C/c1ccc(OCC(=O)Nc2c(C)cc(C)cc2C)c(OC)c1
→ 16%, 1%, -8%, -11, -1, -16, 0%
(62) CN(C)c1cc[n+](CCC(=O)Nc2cccc([N+](=O)[O-])c2N)cc1
→ -15%, 4%, -2%, 40, 1, -2, -2%
(63) COc1cccc(NC(=O)N2CCC(NC(=O)C(Cc3cccc(C)c3)NC(C)=O)CC2)c1 (stereo unspecified)
→ 39%, /, 3%, -67*, -1, 2, 9%
(64) CCC(=O)N(CCN1CCOCC1)Cc1cc2cc3c(cc2nc1Cl)OCO3
→ 11%, -3%, -2%, -3, -2, 2, 4%
(65) COc1cc2c(c(OCC(=O)NC(C)C)c1)C(=O)O[C@@H](C)CCCC(=O)CCCCC2
→ 127%[activator], 4%, 0%, -22, -3, 2, -2%
(66) O=C(C1=C[C@H](c2csc3ccccc23)C[C@H](OCCCCO)O1)N1CCOCC1
→ 118%[activator], 3%, 0%, 28, -3, -11, -6%
(67) CC(C)[N+](C)(CCOC(=O)C1c2ccccc2Oc2ccccc21)C(C)C
→ 41%, 6%, 4%, -22, -4, -7, -15%
